Screening results: PubChem, National Center for Advancing Translational Sciences (NCATS)
HT1080 IDH1KD tx: HT-1080 IDH1 knockdown cell toxicity (counter line). 2% of 360,000 active. HT-1080 IDH1 knockdown viability, ATP luminescence, 48 h. AID 686971. Potency, µM (series often up to 46.1 µM), for inactives: top-dose activity, negative = toxicity, most hits filed as cytotoxic;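 note: potency is the fitted concentration of half-maximal effect; 0% = DMSO wells and -100% = cell-free medium wells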
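Cytotoxicity counter-line: IDH1KD HT-1080, 48 h, CellTiter-Glo. Curves classed by r2, magnitude and activity.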
SW480 rerep: inducers of DNA re-replication in SW480 colon cancer cells | Potency, µM (top dose mostly 46.1 µM), for the others: top-dose re-replication activation, hits mostly activators | 1.8% of 340,000 active | AID 624297 | SW480 DNA re-replication, Hoechst DNA content imaging, 48 h; note: potency is the fitted concentration of half-maximal effect; % of control where 0% means no effect; nearly all actives have a fitted effect of over 55% in size
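Quantitative HTS format with DMSO vehicle controls; 48 hr drug incubation at 37 C, then 40 min Hoechst staining and scanning imager measurement at 405 nm excitation.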
GLP-1R agonist: GLP-1 receptor (human) agonism. P43220. HEK293 GLP-1R CRE-luciferase, luminescence, 4-6 h; cells express a hypersensitive GLP-1R form. Potency, µM (titrated, usually from 45.6 µM), for the others: at the top dose activation, actives largely listed as activators. 0.007% of 380,000 active; note: potency is the fitted concentration of half-maximal effect; % of control where 0% means no effect
Target sequence (P43220 whole entry, looked up): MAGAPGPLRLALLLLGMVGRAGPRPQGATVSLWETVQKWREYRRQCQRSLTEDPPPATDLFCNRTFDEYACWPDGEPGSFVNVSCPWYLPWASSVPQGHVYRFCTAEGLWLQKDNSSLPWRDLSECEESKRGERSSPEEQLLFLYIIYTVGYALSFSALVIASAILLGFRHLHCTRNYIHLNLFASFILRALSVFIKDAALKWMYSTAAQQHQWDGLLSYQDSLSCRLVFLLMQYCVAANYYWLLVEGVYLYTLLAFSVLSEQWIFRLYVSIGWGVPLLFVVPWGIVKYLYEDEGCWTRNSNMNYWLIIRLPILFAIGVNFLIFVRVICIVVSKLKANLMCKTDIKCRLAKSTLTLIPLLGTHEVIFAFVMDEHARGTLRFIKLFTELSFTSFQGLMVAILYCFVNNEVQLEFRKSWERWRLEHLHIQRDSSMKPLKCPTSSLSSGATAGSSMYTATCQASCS
KB-3-1 tox: KB-3-1 parental cell cytotoxicity. KB-3-1 viability, CellTiter-Glo ATP luminescence, 72 h. Potency, µM (titrated, usually from 46.1 µM), for the others: at the top dose activity change, negative = cytotoxic, hits mostly cytotoxic. 1.4% of 400,000 active; note: potency is the fitted concentration of half-maximal effect; % is set by controls: 0 for no effect and ±100 for the full control effect; nearly all actives have a fitted effect of over 60% in size
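Viability of parental KB-3-1 cells, measured by CellTiter-Glo luminescence, followed a 72 h incubation at 37 °C with pinned compounds in phenol-red-free DMEM containing 10% FBS.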
HT1080NT lethal: kills 2HG-producing HT-1080-NT fibrosarcoma cells | HT-1080-NT fibrosarcoma viability, CellTiter-Glo ATP luminescence, 48 h | Potency, µM (series often up to 46.1 µM), for the others: at the top dose activity, negative = less viability, most hits filed as cytotoxic | 1.6% of 360,000 active;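 note: NT is the 2HG producing partner of a matched IDH1 knockdown line; potency is the fitted concentration of half-maximal effect; 0% = DMSO-treated cells and -100% = media-only wells without cells; nearly all actives have a fitted effect of over 55% in size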
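Read-out is CellTiter-Glo luminescence after 10 minutes at room temperature, following 48 hours' compound treatment of HT-1080-NT cells (750 cells/well, RPMI, 5% FBS, 37 degrees C).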
IL-1B inflam inh: blocks inflammasome-driven IL-1 beta release; activity change, % at 57.5 µM; 4.7% of 360,000 active; THP-1 LPS/ATP IL-1B secretion, AlphaLISA, 16 h; hits give low values; in the data active = activity change below about -50%; inconclusive = mostly about -30% to -49%; note: % is set by controls: 0 for no effect and ±100 for the full control effect
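THP-1 cells pretreated 1 hr with compounds (up to 57.5 uM final), then stimulated with LPS (250 ng/mL final) plus ATP (1.25 mM final); secreted IL-1B measured by AlphaLISA after 16 hr, decreased signal indicating inhibition.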
D3 ag: D3 dopamine receptor (human) agonism; P35462; D3R DiscoveRx beta-arrestin cells, luminescence, 90 min; max activation, %; 0.58% of 410,000 active; AID 652048; in the data active = max activation above about 30%; note: 0% is about no effect; mostly tested at two doses, the higher about 12 µM
Target sequence (P35462 whole entry, looked up): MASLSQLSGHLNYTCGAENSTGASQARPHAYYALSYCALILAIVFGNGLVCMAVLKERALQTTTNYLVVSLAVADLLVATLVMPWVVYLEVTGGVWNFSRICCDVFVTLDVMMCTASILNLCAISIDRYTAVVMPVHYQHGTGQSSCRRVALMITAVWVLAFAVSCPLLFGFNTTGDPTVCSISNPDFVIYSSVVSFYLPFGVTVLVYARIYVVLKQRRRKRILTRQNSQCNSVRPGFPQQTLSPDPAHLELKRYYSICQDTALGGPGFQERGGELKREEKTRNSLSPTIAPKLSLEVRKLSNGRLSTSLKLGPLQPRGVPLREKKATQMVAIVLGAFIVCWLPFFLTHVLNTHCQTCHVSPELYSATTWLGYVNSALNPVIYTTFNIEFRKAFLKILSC
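Cells at 1500/well, incubated overnight, then treated with pinned compounds (dopamine as control) for 90 min at 37 degrees C. DiscoveRx reagent added for 30 - 60 minutes at room temperature; luminescence read.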
DRD3 antagonist: D3 dopamine receptor (human) antagonism; P35462; D3R cells, DiscoveRx beta-arrestin luminescence, antagonist mode; hits give low values; max response, negative = inhibition, %; 2.5% of 360,000 active; AID 652054; in the data active = max response below about -50%; inconclusive = no clear call, values can overlap the other calls; note: % is set by controls: 0 for no effect and ±100 for the full control effect; mostly tested at two doses, the higher about 12 µM
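Cells plated overnight at 1500 cells/well, then exposed to library compounds with dopamine controls for 90 minutes at 37 degrees C. DiscoveRx reagent added for 30–60 minutes at room temperature; luminescence read, quantitative HTS format.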
KB-V1 cytotox: kills drug-selected multidrug resistant KB-V1 cells; KB-V1 MDR cells viability, CellTiter-Glo, 72 h; AID 1347076; 3.4% of 400,000 active; Potency, µM (top dose mostly 46.1 µM), for inactives: top-dose activity change, negative = cytotoxicity, actives largely listed as cytotoxic; note: potency is the fitted concentration of half-maximal effect; % is set by controls: 0 for no effect and ±100 for the full control effect; nearly all actives have a fitted effect of over 60% in size
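Following 72 h at 37 degrees C with compound, KB-V1 cell viability was read by CellTiter-Glo luminescence, medium being phenol-red-free DMEM plus 10% FBS; concentration-response parameters came from normalized, curve-fitted qHTS data.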
Numbers without * were called inactive; ? = inconclusive; . = not tested or not shown; [ ] = another dose, or the depositor's remark. Unless noted, calls come from the whole dose curve; as a rule, active = well fitted curve in the direction sought with a large enough effect; inconclusive = small, poorly fitted or top-dose-only effect, or another doubt; inactive = no such curve, though single readings can be large; an effect the other way counts as inactive or inconclusive.

SMILES	HT1080 IDH1KD tx	SW480 rerep	GLP-1R agonist	KB-3-1 tox	HT1080NT lethal	IL-1B inflam inh	D3 ag	DRD3 antagonist	KB-V1 cytotox
O=C(CCC(=O)Nc1ccc(F)cc1)N/N=C/c1cccc(Br)c1	?	0%	8%	-2%	-3%	?	2	6	3%
COc1cccc(NC(=O)CN(C)S(=O)(=O)c2cccs2)c1	.	.	0%	3%	.	.	9	.	2%
CCCCC[C@@H]1C=C(C(=O)O)[C@H](c2ccc(Cl)c(Cl)c2)N1S(=O)(=O)c1ccc(C)cc1	-8%	-35%[inhibitor]	0%	0%	0%	0	22	0	0%
O=C(Nc1ccc(Cl)cc1)N1CCCC(Cn2cccc2)C1 (stereo not given)	20%	-22%	2%	-1%	19%	?	-4	-9	-9%
Cc1ccc(-n2c(C)c([N+](=O)[O-])c3ccc(O)c(CN(C)C)c32)cc1	-8%	-2%	-15%	-10%	-10%	?	-3	-4	0%
CN1C(=O)C(c2cn(C)c3ccccc23)(c2cn(C)c3ccccc23)c2cc(F)ccc21	-10%	.	.	-20%	-9%	8	-2	1	-14%
CCOc1ccc(NC(=O)CN2CCCC2c2cccs2)cc1S(=O)(=O)N1CCCC1 (stereo not given)	3%	-22%	10%	0%	11%	3	-15	-6	-10%
COc1ccc(CNC(=O)CSc2ccc(Br)cc2)cc1OC	-2%	-5%	1%	1%	2%	0	3	28	1%
CCC(c1ccc(O)cc1)C(CC)c1ccc(O)cc1 (stereo not given)	?	?	3%	0%	?	11	-3	11	?
CC(Oc1cccc(F)c1)C(=O)/C=C\N(C)C (stereo not given)	-1%	-5%	-1%	-5%	15%	9	-11	6	19%
S=c1[nH]ncn1-c1ccccn1	-14%	1%	-12%	0%	-6%	9	-5	-29	0%
CC(=O)NC(Cc1ccccc1)C(=O)OCC(=O)c1ccc(Cl)cc1 (stereo not given)	26%	-2%	-9%	5%	12%	15	3	6	19%
C=CCn1c(=O)c2ccccc2n2c(SCC(=O)N3CCCc4ccccc43)nnc12	6%	0%	2%	-2%	0%	-19	1	21	-23%
CCN(CC(=O)NC(C)C)C(=O)[C@H](C)NC(=O)c1ccc(Br)cc1	5%	-6%	-13%	9%	13%	15	-6	-24	-8%
COC(=O)c1cc2c(C)nn(-c3ccccc3)c2s1	-15%	14%	45%	-4%	-20%	42	3	55	?
Cc1ccc(C(=O)N2CCc3ccccc3C2)cc1S(=O)(=O)N1CCOCC1	0%	0%	8%	-5%	1%	-2	1	-1	?
O=C(COC(=O)/C=C/c1cccc(F)c1)NC1CCCCCC1	15%	-10%	-1%	11%	8%	11	5	14	21%
O=C(CNC(=O)c1[nH]cnc1C(=O)N[C@@H](Cc1ccccc1)C(=O)OCc1ccccc1)OCc1ccccc1	?	-93%[inhibitor][9.22 µM]	-1%	5%	-5%	-8	-14	?	8%
CCCCC(C(=O)NC1CCCC1)N(Cc1ccccc1)C(=O)c1snc(C(N)=O)c1N (stereo not given)	-21%	14%	20%	0%	-25%	-28	0	21	-10%
Cc1ccc([N+](=O)[O-])c(OCCCN2CCCCCC2)c1	-2%	-15%	-5%	0%	-11%	-7	-11	?	?
O=c1c2cc(Cl)ccc2nc(-c2ccccc2Cl)n1O	-9%	-3%	0%	-1%	-18%	27	9	-2	-19%
CSCCC(NS(=O)(=O)c1ccccc1F)C(=O)NCC(c1ccc(F)cc1)N1CCOCC1 (stereo not given)	18%	-14%	10%	-3%	16%	-1	-10	-4	0%
O=C(COC(=O)c1cc([N+](=O)[O-])ccc1NCc1ccccc1)NCc1ccccc1Cl	-14%	-1%	3%	-1%	6%	31	-2	-5	-2%
Cc1ccccc1OCC(=O)NCCCNC(=O)c1ccco1	10%	3%	8%	6%	6%	-8	-4	-14	-17%

Four entries from above, field by field.
COC(=O)c1cc2c(C)nn(-c3ccccc3)c2s1
  HT1080 IDH1KD tx: -15%	SW480 rerep: 14%	GLP-1R agonist: 45%	KB-3-1 tox: -4%	HT1080NT lethal: -20%	IL-1B inflam inh: 42	D3 ag: 3	DRD3 antagonist: 55	KB-V1 cytotox: ?
COc1cccc(NC(=O)CN(C)S(=O)(=O)c2cccs2)c1
  HT1080 IDH1KD tx: .	SW480 rerep: .	GLP-1R agonist: 0%	KB-3-1 tox: 3%	HT1080NT lethal: .	IL-1B inflam inh: .	D3 ag: 9	DRD3 antagonist: .	KB-V1 cytotox: 2%
O=C(Nc1ccc(Cl)cc1)N1CCCC(Cn2cccc2)C1 (stereo not given)
  HT1080 IDH1KD tx: 20%	SW480 rerep: -22%	GLP-1R agonist: 2%	KB-3-1 tox: -1%	HT1080NT lethal: 19%	IL-1B inflam inh: ?	D3 ag: -4	DRD3 antagonist: -9	KB-V1 cytotox: -9%
O=C(CNC(=O)c1[nH]cnc1C(=O)N[C@@H](Cc1ccccc1)C(=O)OCc1ccccc1)OCc1ccccc1
  HT1080 IDH1KD tx: ?	SW480 rerep: -93%[inhibitor][9.22 µM]	GLP-1R agonist: -1%	KB-3-1 tox: 5%	HT1080NT lethal: -5%	IL-1B inflam inh: -8	D3 ag: -14	DRD3 antagonist: ?	KB-V1 cytotox: 8%

Further entries.
SMILES	HT1080 IDH1KD tx	SW480 rerep	GLP-1R agonist	KB-3-1 tox	HT1080NT lethal	IL-1B inflam inh	D3 ag	DRD3 antagonist	KB-V1 cytotox
CCc1ccc([C@H]2[C@@H]3C(=O)C[C@@H]4C(=O)N(c5ccccc5)C(=O)[C@@H]4[C@@H]3CN2S(=O)(=O)c2ccc(C)cc2)cc1	19%	.	4%	0%	?	59	-1	-21	9%
CCCCNC(=O)Nc1ccon1	12%	-1%	-6%	-6%	0%	-1	-5	12	18%
COc1ccccc1N1C(=O)N(C(C)=O)C2C1Nc1ccccc1N2C (stereo not given)	-28%[9.24 µM]	-3%	-3%	-13%	16µM*	65	-6	?	5%
Cc1cc(Cl)c(S(=O)(=O)N2CCCCCC2)cc1OCC(=O)NC1CCCCC1	2%	-6%	11%	-1%	-4%	-6	0	31	13%
CCOCCSc1nc2c(c(=O)[nH]c(=O)n2C)n1CCCc1ccccc1	7%	-20%	6%	-10%	2%	13	3	6	?
CCS(=O)(=O)c1ccc(C(=O)Nc2ccccc2)c(Cl)c1Cl	-11%	-2%	1%	0%	-2%	-23	5	0	?
CCOC(=O)c1c(C)[nH]c(C(=O)OC(C)C(=O)Nc2ccccc2OC)c1C (stereo not given)	?	19%	14%	.	-29%	-2	-6	9	.
CSc1ccccc1NC(=O)c1cc(-c2cccs2)on1	?	-5%	-3%	0%	-27%	36	17	16	?
O=C(Nc1ccccc1Cl)NC1(C(=O)N2CCOCC2)CCCCC1	8%	-2%	10%	?	1%	22	-3	-9	-1%
COn1c(=O)c(=O)n(OC)c2ccccc21	9%	-5%	2%	10%	13%	18	-4	-12	?
COC(=O)NC1CSCC1OC(=O)CN1C(=O)c2ccccc2C1=O (stereo not given)	2%	10%	4%	1%	5%	7	2	10	2%
Cc1ccoc1C(=O)Nc1ccc2ccccc2c1	?	-1%	-2%	-22%	?	26	2	-1	-68%
COc1ccccc1Oc1coc2c(CN(C)C)c(O)ccc2c1=O	18%	-1%	-2%	-3%	?	3	1	?	-1%
CC(OC(=O)CCCNC(=O)c1ccc(Cl)cc1)C(=O)N(C)Cc1ccccc1 (stereo not given)	7%	1%	2%	-20%	1%	32	-7	6	?
CC(C)c1ccc(NC(=S)NN(c2ccccc2)c2ccccc2)cc1	-9%	?	-1%	-21%	-11%	-22	-21	0	21µM*
COC(=O)c1ccc(CNC(=O)CCNC(=O)c2ccco2)cc1	-1%	-3%	-2%	-10%	0%	10	-2	24	-5%
Cc1cc(OCC(=O)C(C)(C)C)c2c(C)c(C)c(=O)oc2c1	-2%	28%	25%	-25%	-8%	-10	2	-29	-12%
COc1ccc(-n2c(O)c(/C=N/NS(=O)(=O)c3cccc([N+](=O)[O-])c3)c3ccccc3c2=O)cc1OC	11%	0%	4%	1%	-1%	34	-1	-7	0%
COc1cc(OC)c2c(-c3cccc(-c4ccc(OC(F)(F)F)cc4)c3)cc(=O)oc2c1	5%	-68%[inhibitor]	13%	0%	5%	21	16	-9	0%
CC(C)Oc1ccc(/C=C(/NC(=O)c2ccccc2)C(=O)NC(Cc2ccccc2)C(=O)O)cc1 (stereo not given)	14%	-2%	0%	-7%	10%	1	-5	1	3%
COc1cc(S(=O)(=O)Nc2ccccn2)ccc1F	18%	1%	-9%	7%	16%	25	-7	-3	10%
COc1cc(/C=C/C(=O)OCC(=O)N2CC(=O)Nc3ccccc32)ccc1O	1%	-15%	-1%	22%	0%	19	3	3	-8%
COCCCNC(=O)c1ccc2c(=O)n(Cc3ccc4c(c3)OCO4)c(=S)[nH]c2c1	?	-13%	5%	6%	?	41	0	3	3%
COCCN1Cc2cccc(C(=O)NCc3ccccn3)c2C1=O	14%	4%	10%	-12%	1%	-6	-4	-14	-17%
COc1ccccc1C(=O)OCc1cc(=O)n2ccsc2n1	6%	0%	6%	?	0%	-5	-2	20	?
CCOC(=O)N1CCN(Cc2nc3c(c(=O)n(C)c(=O)n3C)n2Cc2cccc(C)c2)CC1	-1%	-3%	-1%	-4%	2%	29	-1	5	0%

Reprinted at random: 2 records from the list, in no set order.
SMILES	HT1080 IDH1KD tx	SW480 rerep	GLP-1R agonist	KB-3-1 tox	HT1080NT lethal	IL-1B inflam inh	D3 ag	DRD3 antagonist	KB-V1 cytotox
CC(C)c1ccc(NC(=S)NN(c2ccccc2)c2ccccc2)cc1	-9%	?	-1%	-21%	-11%	-22	-21	0	21µM*
COc1ccccc1C(=O)OCc1cc(=O)n2ccsc2n1	6%	0%	6%	?	0%	-5	-2	20	?
